# Screens from PubChem.
# miR122 inh: miR-122 Renilla sensor signal increase in Huh7, primary screen, miR-122 inhibitor project, cell-based, single point, plate reader; activation (reporter increase), % at 12.5 µM; AID 602342, 2012; Huh7 miR-122 Renilla luciferase sensor, 48 h; neutral wells = 0, positive control = 100; actives 0.3% (n = 340,000);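 active = mean replicate activation score at least 90 and every replicate individually at or above 90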;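 note: higher luciferase means less miR-122 activity so hits act as miR-122 inhibitors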
# RAD54 inh: inhibitors of human RAD54 branch migration, primary screen, biochemical, fluorescence, single point. RAD54 Holliday junction branch migration, FAM/BHQ fluorescence. inhibition, % at 10.4 µM. actives 0.14% (n = 360,000). DNA repair and recombination protein RAD54-like (Homo sapiens), Q92698. AID 602329, 2012;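 active = mean normalized replicate activity at least 40 and at least half of replicates scoring 40 or more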;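 note: 0% = median of neutral control wells and 100% = median of positive control wells; inhibitors cause a drop in the FAM fluorescence signal; in these data hits start at about 50%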
# Target sequence (Q92698 whole entry, looked up): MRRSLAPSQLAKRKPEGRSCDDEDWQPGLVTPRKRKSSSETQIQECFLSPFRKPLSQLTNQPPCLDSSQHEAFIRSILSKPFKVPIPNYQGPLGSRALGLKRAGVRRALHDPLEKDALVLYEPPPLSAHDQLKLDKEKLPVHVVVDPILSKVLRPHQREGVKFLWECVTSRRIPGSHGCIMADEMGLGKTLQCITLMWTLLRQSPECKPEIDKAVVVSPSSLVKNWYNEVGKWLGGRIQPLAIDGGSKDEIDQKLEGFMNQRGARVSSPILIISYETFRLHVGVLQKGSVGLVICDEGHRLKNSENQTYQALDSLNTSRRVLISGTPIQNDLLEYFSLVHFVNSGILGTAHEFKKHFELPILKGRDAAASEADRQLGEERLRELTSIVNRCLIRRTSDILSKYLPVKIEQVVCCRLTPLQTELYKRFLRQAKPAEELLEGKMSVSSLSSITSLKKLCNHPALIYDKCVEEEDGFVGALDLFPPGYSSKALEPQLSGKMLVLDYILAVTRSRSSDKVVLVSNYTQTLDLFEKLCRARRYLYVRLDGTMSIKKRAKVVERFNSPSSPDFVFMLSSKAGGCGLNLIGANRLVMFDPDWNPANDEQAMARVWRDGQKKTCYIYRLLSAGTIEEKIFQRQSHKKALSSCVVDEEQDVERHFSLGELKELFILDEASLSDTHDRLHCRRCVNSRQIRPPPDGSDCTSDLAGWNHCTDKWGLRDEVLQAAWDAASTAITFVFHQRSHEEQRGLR
# E-selectin induc: E-selectin induction in HUVECs, primary screen, imaging, HUVEC, immunofluorescence imaging, single point | AID 686992, 2013 | normalized: neutral wells 0, TNF-alpha wells 100 | actives 0.37% (n = 260,000) | activation, % at 7.58 µM | P16581;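 active = mean E-selectin-positive cell signal at least 10% of the positive control, reached in at least 60% of replicates, without over 20% cell loss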;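 note: in these data hits start at about 27%; measured in HUVEC primary endothelial cells; signal is the percent of cells scored E-selectin positive by PE staining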
#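 Test system: HUVEC | Signal: Immunofluorescence imaging | Read-out: Percent E-selectin-positive cells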
# ERAP1 inh: human ERAP1 aminopeptidase inhibitors, primary screen, biochemical, single point, plate reader | recombinant ERAP1, Leu-AMC fluorescence, 60 min | inhibition, % at 10.7 µM | actives 0.15% (n = 340,000);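 active = mean replicate inhibition of at least 30%, or all replicates individually reaching that 30% level; inactive = mean below 30% and not every replicate reaching it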;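 note: 0% = neutral control wells and 100% = L-leucinethiol positive control wells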
# PglD DTNB: C. jejuni PglD acetyltransferase inhibitors, primary screen, biochemical, DTNB colorimetric, single point; AID 602405, 2012; purified PglD enzyme, DTNB colorimetric CoA detection; UDP-N-acetylbacillosamine N-acetyltransferase PglD (Campylobacter jejuni); actives 0.098% (n = 360,000); inhibition, % at 12.5 µM; in the data active = inhibition above about 16%, passing the limit was not always enough; note: strong numbers were not always called active
# PGC1a acetyl inh: inhibitors of PGC1a acetylation signal, primary screen, cell-based, U2OS, AlphaScreen, inhibitor mode | AlphaScreen anti-acetyl-lysine; with virally co-expressed GCN5 acetyltransferase | inhibition, % at 15.6 µM | actives 0.17% (n = 350,000);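 active = every replicate shows inhibition of at least 40%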;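 note: 0% = neutral control wells and 100% = positive control wells; some results beyond the cut were filed as inactive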
# RAD52 inh: RAD52 DNA annealing inhibitors, primary screen, biochemical, FRET, single point, set 2; DNA repair protein RAD52 homolog (Homo sapiens), P43351; recombinant RAD52 DNA annealing, FRET fluorescence; inhibition, % at 18.7 µM; actives 0.46% (n = 360,000); AID 651710, 2012;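 active = every replicate showing at least 50% inhibition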
# Cneo AK release: Cryptococcus neoformans cell lysis inducers, primary screen, AK release luminescence, single concentration; actives 0.2% (n = 360,000); C. neoformans lysis, adenylate kinase release luminescence, 4 h; normalised: neutral wells 0, clomiphene wells 100; lysis activity, % at 15 µM;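 active = mean lysis activity across replicates of at least 80%, whatever share of replicates individually reach that level; inactive = mean lysis activity below 80%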
#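 Material: C. neoformans cells | Amount: Yeast cell density of 5 × 10^6 cells/mL | Medium: Fresh YPD growth medium | Dosing: Single dose | Times: Static 4 h at 37 °C with compound, 1 h detection | Detection: AK luminescence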
# * hit, by the source's call; nt = no result given; & = joins results of further samples; [ ] = dose if it differs, or a comment. Rows are unselected, and some 1.4% of all compounds hit somewhere here.
SMILES,miR122 inh,RAD54 inh,E-selectin induc,ERAP1 inh,PglD DTNB,PGC1a acetyl inh,RAD52 inh,Cneo AK release
COc1ccc(CC(=O)Nc2cc(S(=O)(=O)Nc3ccc(OC)cc3)ccc2OC)cc1,37.4,-8.0,nt,-5.5,2.6,-4.4,-28.6,-0.5
COc1ccc(NC(=O)N(C)C[C@@H]2Oc3ccc(NC(=O)Nc4ccc(F)cc4)cc3CC(=O)N([C@H](C)CO)C[C@H]2C)cc1,-2.6[16.7 µM],2.6,-0.1,6.0,5.2,-5.4,10.7,-1.6
CCn1c2ccc(C)cc2c2n[nH]c(=S)nc21,30.1,-2.5,nt,6.0,-1.2,4.0,-4.7,0.9
O=C1CSc2ccc(C(=O)NCc3ccccn3)cc2N1,-4.9,5.9,-0.5,0.9,3.5,-5.9,-9.5,-0.4
O=C(OCC(=O)N1CCN(c2ccccc2)CC1)c1ccc(Cl)nc1,nt,-1.1,nt,1.9,2.8,nt,-16.6,-2.2
O=C(C[C@H]1CC[C@H]2[C@@H](COC[C@@H](O)CN2C(=O)c2ccc3c(c2)OCO3)O1)NC1CCC1,5.4[16.7 µM],3.3,0.0,1.0,3.2,-2.8,4.7,-3.3
C[C@H]1CN([C@@H](C)CO)C(=O)c2cc(NC(=O)Nc3ccc4c(c3)OCO4)ccc2O[C@H]1CN(C)Cc1ccc(C(=O)Nc2ccccc2N)cc1,-5.1[16.7 µM],10.3,0.7,-0.6,4.1,1.2,9.3,-1.4
COc1cc(OC)cc(-c2nnc(SCC(=O)Nc3cccc(C(=O)O)c3)s2)c1,1.2,nt,nt,15.0,nt,-2.3,-18.4,nt
CC(C)NC(=O)N(C)C[C@@H]1Oc2ccc(NC(=O)Cc3cn(C)c4ccccc34)cc2C(=O)N([C@H](C)CO)C[C@H]1C,13.9[16.7 µM],8.0,48.6*,-3.0,25.6*,3.5,12.9,59.8
C[C@@H]1CN([C@H](C)CO)C(=O)c2cc(-c3cccc(C#N)c3)cnc2O[C@H]1CN(C)C(=O)c1ccccn1,17.2[16.7 µM],3.5,-0.1,0.7,-1.5,7.3,-11.7,-2.3
COCCNC(=O)CSc1nnc(-c2ccc(C)cc2)c(-c2ccc(C)cc2)n1,nt,-4.0,6.5,-4.3,4.5,-1.9,-15.1,1.3
O=c1nc(-c2ccccc2)n(-c2ccccc2)[nH]1,43.6,0.1,nt,nt,-6.9,9.6,nt,3.6
COc1ccccc1/C=C/C(=O)NC(=S)N1CCOCC1,3.5,-4.7,-0.1,-1.1,-2.5,nt,-11.5,-1.3
CCN(CC(=O)Nc1ccc(NC(C)=O)cc1)C(=O)C1COc2ccccc2O1 (configuration not stated),-5.7,-1.0,-0.3,3.6,-1.3,6.3,-11.2,-0.1
CSc1cccc(NC(=S)N(CCN(C)C)C(C)c2ccccn2)c1 (configuration not stated),-3.7,nt,3.0,-0.4,14.4,5.8,-13.4,0.7
COc1ccc(S(=O)(=O)N(C)C[C@@H]2Oc3c(NS(C)(=O)=O)cccc3C(=O)N([C@H](C)CO)C[C@@H]2C)cc1,-3.6[16.7 µM],-0.1,-3.0,-0.9,-1.3,-2.3,0.2,2.9
CC(C)C[C@]1(c2ccccc2)ON(c2ccccc2C(F)(F)F)C1=O,nt,2.5,0.1,-1.2,-2.1,nt,0.4,3.5
CN(C(=O)c1cc(Cl)c2c(c1)OCCO2)c1c(N)n(Cc2ccccc2)c(=O)[nH]c1=O,0.0,-1.8,0.0,2.4,0.2,nt,-1.8,-0.2
COc1ccc(NC(=O)N(C)C[C@@H]2Oc3ccc(NC(=O)C4CC4)cc3C(=O)N([C@@H](C)CO)C[C@@H]2C)cc1,0.5[16.7 µM],5.8,-0.2,1.6,-0.8,-4.2,4.1,-2.6
OCCNCCSc1nc(C2CCCCC2)n(-c2ccccc2Cl)n1,-0.7,5.9,nt,-2.1,-8.0,-2.7,-6.5,-2.8

# The final three compounds of the section above lead into the next.
SMILES,miR122 inh,RAD54 inh,E-selectin induc,ERAP1 inh,PglD DTNB,PGC1a acetyl inh,RAD52 inh,Cneo AK release
CN(C(=O)c1cc(Cl)c2c(c1)OCCO2)c1c(N)n(Cc2ccccc2)c(=O)[nH]c1=O,0.0,-1.8,0.0,2.4,0.2,nt,-1.8,-0.2
COc1ccc(NC(=O)N(C)C[C@@H]2Oc3ccc(NC(=O)C4CC4)cc3C(=O)N([C@@H](C)CO)C[C@@H]2C)cc1,0.5[16.7 µM],5.8,-0.2,1.6,-0.8,-4.2,4.1,-2.6
OCCNCCSc1nc(C2CCCCC2)n(-c2ccccc2Cl)n1,-0.7,5.9,nt,-2.1,-8.0,-2.7,-6.5,-2.8
CCn1ccnc1CN(C)Cc1c(C(=O)N2C[C@@H](C)O[C@@H](C)C2)nc2ccc(Cl)cn12,-4.5,0.8,-0.2,-1.6,-0.8,2.1,-34.6,0.1
Cc1cc(C)n(CC(=O)NNC(=O)CCCOc2ccc(Cl)cc2C)n1,-2.5,-1.0,nt,2.7,3.3,4.3,-16.1,0.4
COc1ccccc1NC(=S)c1ccccc1,-3.2,-0.8,-0.2,nt,-6.3,5.6,nt,1.0
Cc1occc1C(=O)O/N=C(\N)c1ccccc1,0.3,1.5,nt,1.3,0.1,-5.4,-9.2,-3.2
O=C(CN1CCN(S(=O)(=O)c2ccccc2)CC1)Nc1ccc(N2CCOCC2)cc1,-0.1,6.0,0.1,nt,-6.6,nt,nt,0.4
O=C(c1cc2ccccc2o1)n1nnc2ccccc21,-0.9,-19.4,nt,nt,9.1,-4.9,nt,-4.4
CC(C)OC(=O)CC1C(=O)NCCN1C(=S)NC(=O)c1ccc(F)cc1 (configuration not stated),3.8,6.2,nt,5.3,6.8,2.1,-11.7,0.8
Cc1cc2c(c(=O)o1)C1(C(=O)N(C)c3ccccc31)C(C#N)=C(N)O2 (configuration not stated),4.7,-10.7,nt,nt,4.7,14.0,nt,0.3
O=C(NCC[C@H]1CC[C@@H](NC(=O)c2cnccn2)[C@H](CO)O1)c1ccc2c(c1)OCO2,nt,0.5,-0.6,-1.7,0.7,8.3,-3.3,-1.1
Cc1ccccc1-c1nc(CS(=O)(=O)CC(=O)NCCN2CCOCC2)c(C)o1,-1.4,-7.0,nt,13.8,-5.6,nt,-9.4,-2.0
Cc1ccc(C(=O)OCC(=O)Nc2ccc(Cl)cn2)cc1S(=O)(=O)N1CCOCC1,28.4,-10.3,0.0,0.4,-2.5,6.4,-0.9,-1.9
CSCC[C@H](NC(=O)[C@@H]1CSC2c3ccccc3C(=O)N21)C(=O)NC1CCCC1 (some centres not stated),11.6,-1.6,nt,0.7,-4.9,-3.4,-3.6,-0.5
O=C(C[C@H]1C=C[C@H](NS(=O)(=O)c2ccc(F)cc2)[C@H](CO)O1)N1CCC(Cc2ccccc2)CC1,nt,-5.0,0.0,-3.6,3.1,-4.7,5.0,59.7
C[C@@H]1CN([C@@H](C)CO)C(=O)Cc2cc(NC(=O)NC3CCCCC3)ccc2O[C@@H]1CN(C)S(=O)(=O)c1ccc(Cl)cc1,-18.8[16.7 µM],-9.5,nt,6.2,10.1,-38.5,8.4,5.1
CN1C(=O)c2cc(NC(=O)c3cccs3)ccc2OC[C@@H]2O[C@@H](CC(=O)NCC(F)(F)F)CC[C@H]21,-33.3[16.7 µM],-5.0,0.3,1.8,2.4,-7.0,7.8,0.0
COC(=O)c1cccc(NC(=O)c2ccc3c(c2)C(=O)N(C(C)(C)C)C3=O)c1,-1.6,3.4,nt,-3.1,-6.8,-13.2,-10.4,-7.7
CCC1CCCCN1CCCNC(=O)c1ccc2nc(N3CCC(C)CC3)sc2c1 (configuration not stated),-9.5,0.0,nt,-2.2,-2.0,-9.3,14.8,0.3
CO[C@H]1CN(C)C(=O)c2ccc(NS(=O)(=O)C3CCCCC3)cc2OC[C@H](C)NC[C@@H]1C,nt,nt,0.2,-0.7,nt,1.4,3.0,nt
CC(=O)NC(CC(=O)O)c1ccc([N+](=O)[O-])cc1 (configuration not stated),nt,nt,5.6,-0.2,nt,2.9,-12.9,nt
OC(COCc1ccc(Cl)cc1)CN1CCN(CC(O)COCc2ccc(Cl)cc2)CC1 (configuration not stated),-2.1,-1.6,nt,nt,4.4,nt,nt,3.6
COc1ccc(OCCC(=O)Nc2cc3c(cc2C(=O)O)OCCCO3)cc1,-5.4,-5.0,nt,0.0,0.5,-7.4,-4.0,-0.8
COc1ccc(-c2cc3ncnc(Cl)c3s2)cc1,-3.5,-12.0,0.1,-3.6,6.6,4.1,-70.5,0.9
Cc1ccccc1NS(=O)(=O)c1ccc(C)c(C(=O)N2CCOCC2)c1,nt,13.2,-0.1,3.7,3.3,-2.4,-13.4,2.8
Cc1ccc(-c2nnc(SCC(=O)Nc3ccc4c(c3)oc3ccccc34)n2C)c(Cl)c1,-17.1,-18.0,nt,nt,-3.5,-11.7,nt,0.4
Cc1cc(C(=O)N(C)CC2CCCN(CCc3ccc(F)cc3)C2)c(C)o1 (configuration not stated),-12.9,-2.8,-0.5,-2.0,-1.3,-0.7,-9.6,-9.5
C[C@H](CO)N1C[C@H](C)[C@H](CN(C)C(=O)Nc2ccc3c(c2)OCO3)Oc2c(NC(=O)C3CCCCC3)cccc2C1=O,3.1[16.7 µM],-33.1,-0.1,-0.8,2.3,6.2,14.7,-1.1
O=C(O)C[C@H]1CC[C@H]2[C@@H](COC[C@H](O)CN2S(=O)(=O)c2ccc(Oc3ccccc3)cc2)O1,3.6[16.7 µM],-20.6,0.1,0.8,-1.7,3.7,-4.8,-2.2
C[C@H](CO)N1C[C@H](C)[C@H](CN(C)C(=O)Nc2ccccc2)Oc2ccc(NC(=O)C3CC3)cc2C1=O,-1.7[16.7 µM],2.8,-2.3,0.6,1.7,nt,-6.8,-53.0
COc1ccc(S(=O)(=O)Nc2ccc3c(c2)C(=O)N([C@@H](C)CO)C[C@@H](C)[C@H](CN(C)C(=O)CCCN(C)C)OCCCC[C@H](C)O3)cc1,-3.0,-1.1&9.0,3.9,-8.7&-9.1,2.1&-2.1,4.3&0.8,3.3&2.7,2.5&-1.0
COc1cccc(N(C(=O)c2csnn2)C(C(=O)NC2CCCC2)c2ccccc2)c1 (configuration not stated),nt,-2.4,0.5,0.9,3.5,nt,-11.7,-0.1
COc1ccc(-c2nc(CSCC(=O)N3CCN(C4CCCCC4)CC3)c(C)o2)cc1OC,3.5,4.6,-0.2,nt,-4.0,-7.6,-5.8,-1.0
COC(=O)c1c(C)oc2ccc(OC(=O)c3cccs3)cc12,-3.7,-5.7,nt,nt,3.1,-10.4,nt,-0.8
O=[N+]([O-])c1cccc(COc2ncnc3cc([N+](=O)[O-])ccc23)c1,-4.4,-0.5,nt,-1.4,1.6,12.6,-16.6,0.1

# Three entries already listed, ordered by SMILES length, ascending:
SMILES,miR122 inh,RAD54 inh,E-selectin induc,ERAP1 inh,PglD DTNB,PGC1a acetyl inh,RAD52 inh,Cneo AK release
COc1ccc(-c2cc3ncnc(Cl)c3s2)cc1,-3.5,-12.0,0.1,-3.6,6.6,4.1,-70.5,0.9
Cc1ccc(-c2nnc(SCC(=O)Nc3ccc4c(c3)oc3ccccc34)n2C)c(Cl)c1,-17.1,-18.0,nt,nt,-3.5,-11.7,nt,0.4
C[C@H](CO)N1C[C@H](C)[C@H](CN(C)C(=O)Nc2ccc3c(c2)OCO3)Oc2c(NC(=O)C3CCCCC3)cccc2C1=O,3.1[16.7 µM],-33.1,-0.1,-0.8,2.3,6.2,14.7,-1.1
